# PLK1 PBD block – blocks phosphopeptide binding to human PLK1 polo-box domain; P53350; Plk1 PBD binding of FITC phosphopeptide, fluorescence polarization; Potency, µM, for inactives: max response, negative = inhibition, actives largely listed as inhibitors; 360,000 compounds, 2.8% hits; AID 720504; note: potency is the fitted concentration of half-maximal effect; series mostly up to about 57 µM; % is set by controls: 0 for no effect and ±100 for the full control effect; nearly all actives have a fitted effect of over 65% in size
# Abeta rescue – restores growth of yeast expressing A-beta42 peptide. yeast expressing A-beta42, growth rescue, OD600, 48 h; response scale: 0% DMSO, 100% iron-clioquinol control. Potency, µM (titrated, usually from 46.1 µM), without a hit: at the top dose growth rescue, actives largely listed as activators. 410,000 compounds, 0.063% hits. AID 1347071; note: potency is the fitted concentration of half-maximal effect; nearly all actives have a fitted effect of over 55% in size
#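 Yeast growth medium received pinned compounds, then yeast cells expressing toxic A-beta were added; plates incubated at 30 C for 48 hr. Growth read as absorbance at 600 nm, normalized to DMSO and equimolar FeCl3 plus clioquinol controls.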
# FUS suppressor – suppressors of FUS proteinopathy in yeast; S. cerevisiae FUS-expressing, growth rescue, OD600, 24 h; AID 1347120; 390,000 compounds, 0.24% hits; Potency, µM (series often up to 76.6 µM), inactives show at the highest dose growth rescue (activation), actives largely listed as activators;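 note: potency is the fitted concentration of half-maximal effect; plate controls were DMSO vehicle for no effect and reference control for full effect; nearly all actives have a fitted effect of over 55% in size; some results filed as inactive show a strong effect at the top dose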
#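 Yeast FUS proteinopathy model; galactose-induced FUS (2%), starting OD 0.005. Cpds in dilution series, 24hr, 30C, 99% humidity. Abs 600 nm growth. Pos ctrl CP55940 (top 92uM final); neg ctrl DMSO.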
# WRN helicase inh – blocks human WRN helicase; Potency, µM (titrated, usually from 114 µM), without a hit: top-dose activity change, negative = inhibition, usual class: inhibitors; 360,000 compounds, 0.46% hits; WRN helicase unwinding, fluorescent forked duplex, kinetic; Q14191; note: potency is the fitted concentration of half-maximal effect; % is set by controls: 0 for no effect and ±100 for the full control effect; nearly all actives have a fitted effect of over 55% in size
# Target sequence (Q14191 whole entry, looked up): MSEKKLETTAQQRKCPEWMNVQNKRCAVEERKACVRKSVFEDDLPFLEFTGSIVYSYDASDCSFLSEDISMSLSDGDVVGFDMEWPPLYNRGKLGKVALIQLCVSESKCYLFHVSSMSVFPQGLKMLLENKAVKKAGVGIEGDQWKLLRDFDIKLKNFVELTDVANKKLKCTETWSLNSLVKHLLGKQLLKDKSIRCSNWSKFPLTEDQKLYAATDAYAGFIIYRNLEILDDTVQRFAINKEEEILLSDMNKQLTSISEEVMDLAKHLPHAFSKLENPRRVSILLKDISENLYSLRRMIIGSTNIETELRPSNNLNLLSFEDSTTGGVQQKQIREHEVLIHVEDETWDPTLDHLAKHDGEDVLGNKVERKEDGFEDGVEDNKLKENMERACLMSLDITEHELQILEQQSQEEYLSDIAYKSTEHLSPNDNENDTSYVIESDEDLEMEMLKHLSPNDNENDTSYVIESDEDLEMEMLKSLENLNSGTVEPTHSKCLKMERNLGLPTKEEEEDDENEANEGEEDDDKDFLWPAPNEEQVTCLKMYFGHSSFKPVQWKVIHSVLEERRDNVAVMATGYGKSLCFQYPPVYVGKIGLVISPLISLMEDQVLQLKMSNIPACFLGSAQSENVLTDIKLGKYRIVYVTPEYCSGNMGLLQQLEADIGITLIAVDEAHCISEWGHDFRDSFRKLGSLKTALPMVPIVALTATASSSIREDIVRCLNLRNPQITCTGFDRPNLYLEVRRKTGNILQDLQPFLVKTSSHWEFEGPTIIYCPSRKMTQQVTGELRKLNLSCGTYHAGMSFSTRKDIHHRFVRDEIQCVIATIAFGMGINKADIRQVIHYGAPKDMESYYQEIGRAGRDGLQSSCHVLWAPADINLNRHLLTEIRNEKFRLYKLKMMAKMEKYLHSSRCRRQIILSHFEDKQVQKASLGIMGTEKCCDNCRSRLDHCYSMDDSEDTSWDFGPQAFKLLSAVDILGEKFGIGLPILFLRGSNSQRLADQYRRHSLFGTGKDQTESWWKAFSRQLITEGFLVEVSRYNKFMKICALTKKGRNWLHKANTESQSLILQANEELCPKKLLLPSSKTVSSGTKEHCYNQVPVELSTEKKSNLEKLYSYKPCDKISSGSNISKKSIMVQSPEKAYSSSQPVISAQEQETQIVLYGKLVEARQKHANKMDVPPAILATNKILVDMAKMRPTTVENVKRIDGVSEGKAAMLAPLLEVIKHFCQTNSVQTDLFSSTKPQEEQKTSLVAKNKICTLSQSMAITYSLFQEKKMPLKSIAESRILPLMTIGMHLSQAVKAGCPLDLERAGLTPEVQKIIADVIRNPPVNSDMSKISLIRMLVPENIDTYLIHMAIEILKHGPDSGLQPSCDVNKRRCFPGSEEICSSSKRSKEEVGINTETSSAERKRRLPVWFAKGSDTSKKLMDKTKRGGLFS
#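 WRN at 20 nM final was preincubated with compound for 15 min at room temperature; reaction started with 100 nM forked duplex oligonucleotide carrying fluorophore and quencher plus 2 mM ATP (final). Unwinding followed kinetically by red fluorescence (ex 525/em 598 nm).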
# PI5P4K alpha inh – blocks human PI5P4K alpha kinase activity. P48426. PI5P4Kalpha enzyme, ADP-Glo luminescence, 60 min; stronger effect = lower value. max response, %. 330,000 compounds, 1.2% hits. AID 652105; active = max response of -50% or lower; inconclusive = between -30% and -50%; inactive = -30% or higher; note: value at the top dose of about 77 µM; % is set by controls: 0 for no effect and ±100 for the full control effect
#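 Enzyme plus substrate dispensed, test compounds pinned in, then ATP (5 microM final) added. After 60 min at RT, ADP-Glo reagent 1 for 45 min and reagent 2 for 30 min preceded luminescence imaging.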
# EPAC1 agonist – agonists of human EPAC1; EPAC1 agonist qHTS, biochemical assay; response scale: 100% = response to 6.5 mM cAMP; 360,000 compounds, 0.073% hits; Potency, µM (series often up to 154 µM), without a hit: top-dose activation, actives largely listed as activators; note: potency is the fitted concentration of half-maximal effect; nearly all actives have a fitted effect of over 60% in size
#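 Normalized to 6.5 mM cAMP, activity reflects EPAC1-catalysed release of BODIPY-GDP from Rap1B, followed kinetically over 30 min at 480 nm excitation, 540 nm emission. Reaction contained 100 nM EPAC1, 250 nM Rap1B-BODIPY-GDP, 50 uM GDP.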
# EPAC1 antag – EPAC1 (human) antagonism | EPAC1 GEF assay, Rap1b-BODIPY-GDP exchange fluorescence | Potency, µM (titrated, usually from 115 µM), for the others: at the highest dose activity change, negative = inhibition, most hits filed as inhibitors | 360,000 compounds, 0.14% hits;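 note: potency is the fitted concentration of half-maximal effect; plate controls were vehicle for no effect and positive control for full effect; nearly all actives have a fitted effect of over 50% in size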
# IL2 activator – IL-2 activation | activation, % (series mostly up to about 46 µM) | AID 652025 | 360,000 compounds, 0.065% hits | IL-2 activation reporter assay, cell-based qHTS; stimulated with anti-CD3/CD4/CD28 beads; in transgenic mouse T cells; in the data active = activation above about 50%; inconclusive = mostly about 30% to 49%; note: 0% is about no effect
#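 Unstimulated transgenic mouse T cells, 750 per well, received compound and, after 60 minutes, anti-CD3/anti-CD4 bead plus anti-CD28 stimulation. EGFP and DsRed were quantified after 18 hours.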
# An asterisk follows results filed as active; ? = inconclusive; nt = not tested or not shown; & = joins results of further samples; [ ] = dose if it differs, or a comment. Unless noted, calls come from the whole dose curve; as a rule, active = well fitted curve in the direction sought with a large enough effect; inconclusive = small, poorly fitted or top-dose-only effect, or another doubt; inactive = no such curve, though single readings can be large; an effect the other way counts as inactive or inconclusive. The order is random; any-hit rate near 4.1%.
SMILES,PLK1 PBD block,Abeta rescue,FUS suppressor,WRN helicase inh,PI5P4K alpha inh,EPAC1 agonist,EPAC1 antag,IL2 activator
CCOC(=O)c1cnc2nc(Cc3ccccc3)[nH]n2c1=O,-8%,-8%,1%,-36%[57.1 µM],-18,-15%,1%,-1.5
Cc1cc(=O)oc2cc(OC(C)C(=O)NC3CCCC3)ccc12 (centres undefined),-10%,-5%,18%,15%,2,-3%,-26%,1.3
COc1cc(C2C3=C(CC(C)(C)CC3=O)OC(N)=C2[N+](=O)[O-])ccc1O (centres undefined),-8%,-13%,-1%,-4%,-3,5%,2%,0.0
O=C(Nc1cccc(S(=O)(=O)Nc2ccc(Cl)cc2)c1)c1ccc[n+]([O-])c1,-5%,1%,14%,-6%,-7,-14%,9%,0.3
CC1C(=O)C(C)C(c2ccc(Cl)cc2)NC1c1ccc(Cl)cc1 (centres undefined),-4%,?,12%,-1%,-1,7%,12%,-0.4
CC(=O)c1c(C)[nH]c(C(=O)OCc2ccc(Br)cc2)c1C,-5%,-4%,-5%,-7%,4,-4%,-15%,-2.6
Nc1ccn([C@@H]2O[C@H](CNCc3cnc(N4CCOCC4)nc3)[C@@H](O)[C@H]2O)c(=O)n1,0%,-4%,-15%,3%,2,-2%,6%,-1.1
Cc1ccc(C(C(=O)NCCc2ccccc2)N(C(=O)c2csnn2)C2CC2)cc1 (centres undefined),?,-5%,-7%,11%,-7,-7%,-6%,-3.6
Cc1cc(C(=O)C(C)OC(=O)c2ccc(NC(=O)CC#N)cc2)c(C)n1-c1ccc(OC(F)F)cc1 (centres undefined),-10%,1%,nt,?,-25,4%,-10%,-3.8
COc1ccc(NC(=O)CCC(=O)N2CCC(c3ccccc3)=N2)cc1S(=O)(=O)N1CCCCC1,3%,-3%,-12%,2%,-4,16%,-2%,0.3
C=C(C)CSc1nc(N)cc(=O)[nH]1,-1%,-9%,-3%,-8%,0,-6%,6%,-0.2
CCc1ccccc1NC(=O)c1cc(-c2ccc(F)cc2)on1,-10%,nt,-16%,-4%,-6,1%,-18%,-0.5
CCOC(=O)Nc1ccc(C(N)=O)cc1,-7%,3%,6%,4%,nt,4%,4%,-2.7
CC(C)CC1NC(=O)N(CC(=O)N2CCN(S(=O)(=O)c3ccc(Cl)cc3)CC2)C1=O (centres undefined),-8%,-16%,20%,-7%,-2,-4%,14%,-1.1
FC(F)(F)c1nc2ccccc2nc1N/N=C/c1c(Cl)cccc1Cl,0%,13%[9.22 µM],-62%[inhibitor],-7%,20,-8%,-4%,-1.6
CN(C)c1ccc(C(C#N)c2ccccc2)nn1 (centres undefined),-19%,11%,9%,-4%,-1,6%,-7%,-0.5
C=CCc1ccc(O)c(-c2ccc(O)c(CC=C)c2)c1,1%,-74%[inhibitor],29%,-4%,28,-25%,-24%,-0.5
COc1cc(OC)nc(S(C)(=O)=O)n1,-9%,12%,-2%,-9%,-18,-2%,-6%,4.1
Cc1ccc(NC(=O)COC(=O)C2CC3C=CC2C3)cc1S(=O)(=O)N1CCCCC1 (centres undefined),21µM*,0%,45%,-4%,-11,-10%,-27%,-3.8
CCCC(OC(=O)CC1Sc2ccccc2NC1=O)C(=O)NCc1ccco1 (centres undefined),-17%,6%,19%,-17%,nt,5%,-12%,-2.1
Cc1ccc(S(=O)(=O)N2[C@H](CC(=O)OCc3ccccc3)OC[C@@H]2C)cc1,-4%,4%,26%,-3%,3,1%,-8%,2.4
Cc1ccc(C(=O)NCCN2CCCC2)cc1,-5%,-11%,-16%,1%,-2,1%,6%,-0.1
CS(=O)(=O)c1ccc(Cl)c(NC(=O)COC(=O)c2c(Cl)cccc2Cl)c1,-7%,18%,22%,-3%,7,16%,5%,-0.5
c1ccc(CN2CCCC3(CCCN(Cc4nc(CC5CC5)no4)C3)C2)cc1 (centres undefined),-8%,13%,9%,1%,8,4%,1%,2.8
CCc1nc2ccc(C(=O)N(CC)CCN(C)C)cn2c1N(CC)CCOC,-3%,0%,-17%,-2%[57.1 µM],1,3%,-5%,0.3
O=C(COC(=O)COc1ccccc1F)Nc1cccc(S(=O)(=O)N2CCCCC2)c1,-22%,21%,22%,-35%,-4,5%,-26%,0.9
O=C1CN(c2nc3ccccc3n3cnnc23)CC(=O)N1CCc1ccccc1,3%,4%,-24%,-1%,1,-8%,0%,1.7
CCOc1ccc(NS(=O)(=O)c2ccc(NC(=S)NC(=O)CC(C)C)cc2)cc1,-7%,?,15%,-7%,11,-6%,-6%,1.5
O=C(Cn1cnc2ccc(Br)cc2c1=O)c1cccs1,-2%,-6%,1%,2%,18,-4%,10%,-0.6
COc1cccc(C(=O)NCCN2C(=O)S/C(=C/c3cccs3)C2=O)c1OC,-16%,-11%,24%,1%,-7,5%,6%,0.2
N#CCCN(C(=O)COC(=O)/C=C/c1cccs1)c1ccccc1,3%,9%,-3%,-9%,1,14%,1%,-0.4
COc1ccc(-c2csc(N3CCOCC3)n2)cc1OC,-7%,1%,14%,2%,12,-1%,8%,0.2
CCOC(=O)OC(C)OC(=O)[C@@H]1N2C(=O)[C@@H](NC(=O)[C@H](N)c3ccccc3)[C@H]2SC1(C)C (some centres undefined),-4%,-3%,6%,3%,10,-9%,-2%,-0.3
CCOc1ccc(CN(C)CC(=O)Nc2ccc(N3CCOCC3)cc2)cc1OC,-4%,-6%,-11%,-2%,3,2%,3%,0.3
CC(=O)N1CCN(C(=O)c2ccc(-n3c(C)ccc3C)cc2)CC1,2%,0%,nt,2%,-2,-2%,3%,-2.6
COC(=O)c1ccc(C(=O)OC)c(NC(=O)CCC(=O)O)c1,-6%,10%,-8%,-7%,nt,1%,9%,-2.0
Cc1cc(=O)[nH]c(SCC(=O)C23CC4CC(CC(C4)C2)C3)c1C#N,24µM*,-1%,35%,-24%,nt,3%,2%,-0.7
CC(NC(=O)c1cc2cc(F)ccc2[nH]1)c1ccccc1 (centres undefined),-4%,1%,-18%,-7%,-3,-4%,-11%,-0.2
Cc1cccc(N2CCCC2=Nc2ccc(Br)cc2C#N)c1,?,-6%,-1%,-21%,nt,12%,-13%,0.5
CC(C)C[C@H](NC(=O)OC(C)(C)C)C(=O)N[C@@H](CO)[C@H](O)[C@@H]1C[C@@H]1C(=O)N(C)C,-7%,-1%,-12%,-6%,9,-1%,-23%,0.0
COc1ccc(N/C(C)=C2/C(=O)C(=O)N(CCO)C2c2ccc(Br)cc2)cc1 (centres undefined),-6%,-7%,43%,6%,nt,-18%,-15%,-2.5
Cc1cn([C@H](C(=O)NCCCCCCCCCCC(=O)N2CCN(C(=O)OC(C)(C)C)CC2)[C@@H](C)O)nn1,-1%,-17%,?,10%,0,5%,11%,0.2
COc1cc(C(=O)NCC2CCCO2)ccc1OCc1ccccc1 (centres undefined),-6%,7%,9%,-19%,1,-15%,-3%,1.1
CC12CC(c3ccccc3O1)N(C(=O)c1ccco1)C(=O)N2c1ccccc1 (centres undefined),-13%,-13%,-18%,-27%[57.1 µM],-4,-1%,-8%,-2.1
CCSc1ncc(Cl)c(C(=O)Nc2ccc(S(N)(=O)=O)cc2)n1,-14%,0%,-9%,5%,1,7%,-3%,-0.7
CC(C)c1ccc(C(=O)Nc2ccc(N3CCOCC3)cc2)cc1,-6%,16%,-7%,1%,-4,3%,4%,-2.1
CCOC(=O)c1c(-c2ccc(OC)cc2)csc1/N=C/N(C)C,-12%,-18%,nt,0%,4,1%,-3%,-0.1
COc1ccc(C(=O)C2CN(c3ccccc3)CC2c2ccc(Cl)cc2)cc1 (centres undefined),-1%,-6%,0%,2%,0,1%,1%,-0.4
O=C(NCCS(=O)(=O)N1CCN(c2ccc(F)cc2)CC1)C1CC(=O)N(c2ccccc2)C1 (centres undefined),-7%,8%&14%,-11%&2%,3%,-5,1%,0%,-1.8
O=C(C(=O)N1CCN(Cc2ccc3c(c2)OCO3)CC1)c1c[nH]c2ccccc12,-9%,21%,14%,-4%[57.1 µM],13,7%,2%,-1.6

# Continued.
SMILES,PLK1 PBD block,Abeta rescue,FUS suppressor,WRN helicase inh,PI5P4K alpha inh,EPAC1 agonist,EPAC1 antag,IL2 activator
O=c1c(Cc2ccc(Cl)cc2Cl)c(O)ccn1CC(F)(F)F,0%,4%,-28%,7%,-4,4%,22%,-3.8
O=C(NCCc1cccc(F)c1)C1CCCN(c2nc3ccccc3s2)C1 (centres undefined),-11%,20%,26%,-7%,12,-2%,-5%,-0.7
O=C(Nc1nc2ccccc2c(=O)s1)c1ccc(F)cc1Cl,?,10%,-9%,-16%[57.1 µM],3,5%,?,-1.5
COc1ccc(OC(C)C(=O)NC(C)c2ccccc2)cc1 (centres undefined),-3%,-6%,-24%,-3%,0,-3%,15%,-0.1
Cc1cc(C)c(NC(=S)N(CCCN2CCN(C)CC2)Cc2cccs2)c(C)c1,-10%,-16%,10%,1%,8,-2%,-13%,-3.2
CCCCOc1ccccc1C(=O)NCC(=O)O,1%,18%,-12%,0%,nt,-5%,9%,-1.9
CCCn1nc2cc(C(=O)NC3CCCc4ccccc43)ccc2c1OCC (centres undefined),-6%,-3%,16%,7%,1,-8%,9%,-0.4
O=c1oc2ccccc2n1Cc1ccccc1,-3%,5%,1%,-5%,-9,14%,-8%,0.3
C[C@H](O)[C@@H]1C(=O)N2CCc3c([nH]c4ccccc34)[C@@H]2C[C@@H]1N(C)C(=O)NC1CCCCC1,-28%,2%,28%,-1%,-1,-9%,12%,-1.3
O=C(Nc1ccccc1)c1ccccc1C(=O)N1CCCCC1,-4%,-6%,-19%,10%,1,-9%,-3%,-2.3
COc1ccc(NC(=O)C(NC(C)=O)C(=O)NCc2ccc(F)cc2)cc1 (centres undefined),-9%,-1%,-9%,0%,-6,5%,-11%,2.4
O=C(Nc1ncn[nH]1)c1ccccc1O,0%,-8%,1%,3%,-12,6%,4%,0.0
O=C(CSc1ncccn1)NC(=O)Cc1ccccc1,5%,-4%,nt,4%,-3,-9%,-5%,5.9

# Full records, looked up by structure.
# COc1ccc(OC(C)C(=O)NC(C)c2ccccc2)cc1 (centres undefined) is listed with PLK1 PBD block: -3%; Abeta rescue: -6%; FUS suppressor: -24%; WRN helicase inh: -3%; PI5P4K alpha inh: 0; EPAC1 agonist: -3%; EPAC1 antag: 15%; IL2 activator: -0.1
# O=c1oc2ccccc2n1Cc1ccccc1 is listed with PLK1 PBD block: -3%; Abeta rescue: 5%; FUS suppressor: 1%; WRN helicase inh: -5%; PI5P4K alpha inh: -9; EPAC1 agonist: 14%; EPAC1 antag: -8%; IL2 activator: 0.3

# High-throughput results deposited in PubChem by National Center for Advancing Translational Sciences (NCATS).
